High-throughput results as filed in PubChem BioAssay.
IL1B secr inh = inflammasome signaling inhibition, IL-1 beta readout. hit rate 4.7% among 360,000. activity change, % at 57.5 µM. THP-1 LPS/ATP IL-1B secretion, AlphaLISA, 16 h; active compounds read low. AID 743279; in the data active = activity change below about -50%; inconclusive = mostly about -30% to -49%; note: % is set by controls: 0 for no effect and ±100 for the full control effect
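THP-1 cells pretreated 1 hr with compounds (up to 57.5 uM final), then stimulated with LPS (250 ng/mL final) plus ATP (1.25 mM final); secreted IL-1B measured by AlphaLISA after 16 hr, decreased signal indicating inhibition.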
HT1080-NT tox = kills 2HG-producing HT-1080-NT fibrosarcoma cells; HT-1080-NT fibrosarcoma viability, CellTiter-Glo ATP luminescence, 48 h; Potency, µM (highest dose often 46.1 µM), for the others: at the top dose activity, negative = less viability, actives largely listed as cytotoxic; hit rate 1.6% among 360,000;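 note: NT is the 2HG producing partner of a matched IDH1 knockdown line; potency is the fitted concentration of half-maximal effect; 0% = DMSO-treated cells and -100% = media-only wells without cells; nearly all actives have a fitted effect of over 55% in size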
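Read-out is CellTiter-Glo luminescence after 10 minutes at room temperature, following 48 hours' compound treatment of HT-1080-NT cells (750 cells/well, RPMI, 5% FBS, 37 degrees C).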
HT1080 IDH1KD tx = kills HT-1080 cells with IDH1 knockdown. Potency, µM (series often up to 46.1 µM), for inactives: top-dose activity, negative = toxicity, usual class: cytotoxic. hit rate 2% among 360,000. AID 686971. HT-1080 IDH1 knockdown viability, ATP luminescence, 48 h;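 note: potency is the fitted concentration of half-maximal effect; 0% = DMSO wells and -100% = cell-free medium wells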
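Luminescent ATP read-out (CellTiter-Glo, 10 min at room temperature) after 48 h compound exposure at 37 °C gave viability of IDH1-knockdown HT-1080 cells. Activity was normalised to DMSO and cell-free wells, then fitted as concentration-response curves.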
SW480 rereplic = inducers of DNA re-replication in SW480 colon cancer cells. hit rate 1.8% among 340,000. AID 624297. Potency, µM (top dose mostly 46.1 µM), for inactives: top-dose re-replication activation, actives largely listed as activators. SW480 DNA re-replication, Hoechst DNA content imaging, 48 h; note: potency is the fitted concentration of half-maximal effect; % of control where 0% means no effect; nearly all actives have a fitted effect of over 55% in size
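Image-based DNA-content assay: after two days of treatment, nuclei were labelled with the DNA dye Hoechst and imaged, and hits were compounds raising the count of nuclei showing high fluorescence intensity.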
GLP-1R agonist = activates the human GLP-1 receptor; hit rate 0.007% among 380,000; HEK293 GLP-1R CRE-luciferase, luminescence, 4-6 h; cells express a hypersensitive GLP-1R form; P43220; AID 624172; Potency, µM (series often up to 45.6 µM), inactives show top-dose activation, most hits filed as activators; note: potency is the fitted concentration of half-maximal effect; % of control where 0% means no effect
Target sequence (P43220 whole entry, looked up): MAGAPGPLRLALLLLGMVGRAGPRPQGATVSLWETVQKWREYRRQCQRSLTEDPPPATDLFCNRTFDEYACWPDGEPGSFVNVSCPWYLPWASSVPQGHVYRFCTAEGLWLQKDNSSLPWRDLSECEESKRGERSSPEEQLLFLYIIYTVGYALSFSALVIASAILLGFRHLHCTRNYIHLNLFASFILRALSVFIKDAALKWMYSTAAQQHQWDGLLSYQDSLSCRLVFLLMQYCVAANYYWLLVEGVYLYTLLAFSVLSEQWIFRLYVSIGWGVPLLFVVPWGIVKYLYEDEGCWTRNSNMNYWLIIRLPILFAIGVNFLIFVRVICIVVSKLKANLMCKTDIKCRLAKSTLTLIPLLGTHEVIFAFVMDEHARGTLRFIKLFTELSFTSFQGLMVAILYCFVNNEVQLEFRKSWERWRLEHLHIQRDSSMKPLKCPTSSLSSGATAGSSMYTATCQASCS
KB-3-1 tox = kills parental KB-3-1 adenocarcinoma cells | KB-3-1 viability, CellTiter-Glo ATP luminescence, 72 h | Potency, µM (top dose mostly 46.1 µM), for inactives: top-dose activity change, negative = cytotoxic, usual class: cytotoxic | hit rate 1.4% among 400,000 | AID 1347075; note: potency is the fitted concentration of half-maximal effect; % is set by controls: 0 for no effect and ±100 for the full control effect; nearly all actives have a fitted effect of over 60% in size
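KB-3-1 parental drug-naive adenocarcinoma cells in DMEM/10% FBS, incubated 72 h at 37 C with pin-transferred compounds across a concentration series. Viability by CellTiter-Glo luminescence; concentration-response curves fitted after normalization.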
DRD3 antagonist = D3 dopamine receptor (human) antagonism; D3R cells, DiscoveRx beta-arrestin luminescence, antagonist mode; active compounds read low; max response, negative = inhibition, %; hit rate 2.5% among 360,000; AID 652054; in the data active = max response below about -50%; inconclusive = no clear call, values can overlap the other calls; note: % is set by controls: 0 for no effect and ±100 for the full control effect; mostly tested at two doses, the higher about 12 µM
Target sequence (P35462 whole entry, looked up): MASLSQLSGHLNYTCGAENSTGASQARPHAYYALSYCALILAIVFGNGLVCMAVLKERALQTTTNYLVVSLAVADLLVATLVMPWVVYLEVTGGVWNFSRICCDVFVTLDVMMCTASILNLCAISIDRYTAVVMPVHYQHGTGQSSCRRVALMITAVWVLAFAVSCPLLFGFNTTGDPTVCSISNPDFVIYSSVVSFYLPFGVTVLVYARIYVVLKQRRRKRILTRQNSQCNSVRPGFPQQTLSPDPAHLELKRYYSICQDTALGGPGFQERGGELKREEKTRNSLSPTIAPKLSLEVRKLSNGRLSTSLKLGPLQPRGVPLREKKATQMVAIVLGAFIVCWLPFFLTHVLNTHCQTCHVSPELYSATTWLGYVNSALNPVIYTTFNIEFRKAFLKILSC
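Cells expressing the human receptor were seeded at 1500 cells/well, incubated overnight at 37 degrees C in 5% CO2, then exposed to library compounds with dopamine controls for 90 minutes at 37 degrees C before luminescent detection.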
DRD3 agonist = agonists of human D3 dopamine receptor. P35462. D3R DiscoveRx beta-arrestin cells, luminescence, 90 min. max activation, %. hit rate 0.58% among 410,000. AID 652048; in the data active = max activation above about 30%; note: 0% is about no effect; mostly tested at two doses, the higher about 12 µM
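Cells at 1500/well, incubated overnight, then treated with pinned compounds (dopamine as control) for 90 min at 37 degrees C. DiscoveRx reagent added for 30 - 60 minutes at room temperature; luminescence read.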
KB-V1 MDR tox = kills drug-selected multidrug resistant KB-V1 cells; hit rate 3.4% among 400,000; KB-V1 MDR cells viability, CellTiter-Glo, 72 h; Potency, µM (series often up to 46.1 µM), inactives show top-dose activity change, negative = cytotoxicity, most hits filed as cytotoxic; note: potency is the fitted concentration of half-maximal effect; % is set by controls: 0 for no effect and ±100 for the full control effect; nearly all actives have a fitted effect of over 60% in size
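KB-V1 MDR subline cells in DMEM (phenol-red free, 10% FBS) exposed to compounds in qHTS concentration series for 72 h at 37 degrees C. Viability read by CellTiter-Glo luminescence; concentration-effect curves fitted after normalization and correction.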
The depositor's hits bear a star; ? = inconclusive; · = no result given; & = joins results of further samples; [ ] = another dose, or the depositor's remark. Unless noted, calls come from the whole dose curve; as a rule, active = well fitted curve in the direction sought with a large enough effect; inconclusive = small, poorly fitted or top-dose-only effect, or another doubt; inactive = no such curve, though single readings can be large; an effect the other way counts as inactive or inconclusive.

[1] COC(=O)CN=Cc1c(C)[nH]n(-c2ccccc2)c1=O
[2] CSc1nc2ccccc2n1Cc1cccc(F)c1
[3] COc1ccc(CN2CCCC(C(=O)Nc3cccc(-n4cccn4)c3)C2)c(F)c1 (stereo not given)
[4] CCCC(=O)NNC(=O)c1c(O)c2ccccc2[nH]c1=O
[5] CCN(CCn1cccn1)Cc1nc(-c2ccc(C(=O)OC)cc2)no1
[6] Cc1ccccc1OCC(=O)OCC(=O)NC1CCCCCC1
[7] CSc1ccc2c(c1)C(N1CCN(C)CC1)Cc1ccc(F)cc1S2 (stereo not given)
[8] O=C(NCc1ccco1)NCC(F)(F)F

assay / compound	1	2	3	4	5	6	7	8
IL1B secr inh	0	0	?	-12	82	4	-56*	10
HT1080-NT tox	-2%	-15%	-6%	-8%	0%	3%	?	9%
HT1080 IDH1KD tx	-4%	-13%	-30%	0%	-4%	-2%	?	0%[9.24 µM]
SW480 rereplic	?	-2%	?	6%	-5%	-4%	?	-2%
GLP-1R agonist	0%	0%	4%	5%	16%	-8%	-2%	-14%
KB-3-1 tox	-2%	3%	-17%	-5%	-1%	16%	0%	0%
DRD3 antagonist	8	-27	?	3	5	37	-95*	29
DRD3 agonist	4	-4	-18	1	-2	3	-18	1
KB-V1 MDR tox	-2%	0%	-21%	?	7%	3%	-13%	6%

Part of the list above, tab-delimited.
cpd	Compound	IL1B secr inh	HT1080-NT tox	HT1080 IDH1KD tx	SW480 rereplic	GLP-1R agonist	KB-3-1 tox	DRD3 antagonist	DRD3 agonist	KB-V1 MDR tox
3	COc1ccc(CN2CCCC(C(=O)Nc3cccc(-n4cccn4)c3)C2)c(F)c1 (stereo not given)	?	-6%	-30%	?	4%	-17%	?	-18	-21%
4	CCCC(=O)NNC(=O)c1c(O)c2ccccc2[nH]c1=O	-12	-8%	0%	6%	5%	-5%	3	1	?
5	CCN(CCn1cccn1)Cc1nc(-c2ccc(C(=O)OC)cc2)no1	82	0%	-4%	-5%	16%	-1%	5	-2	7%

Other entries.
[9] CC[C@H](C)[C@H](NC(=O)c1ccccc1)C(=O)NC(CC(=O)O)c1ccc(F)cc1 (stereo not given in full)
[10] CCc1nc2ccc(C(=O)NCc3cccs3)cn2c1N(CC)CCN(C)C
[11] C[C@H](NC(=O)c1nc[nH]c1C(=O)N(C)Cc1ccccc1)c1ccccc1
[12] COc1cc2c(cc1OC)C(C(=O)Nc1ccccc1N1CCN(C)CC1)C1c3ccccc3CCN1C2=O (stereo not given)
[13] O=C(NCCc1ccccc1)c1cc(=O)[nH]c2ccccc12
[14] O=C(O)CSc1nnc(-c2ccc(S(=O)(=O)N3CCCC3)cc2)n1Cc1ccco1
[15] CCNc1nc(NC(C)C)nc(N(C#N)CCOc2ccc(Cl)cc2Cl)n1
[16] Cc1cc(C)n(CCCC(=O)O)n1

assay / compound	9	10	11	12	13	14	15	16
IL1B secr inh	-7	-22	16	?	-7	1	-21	-67*
HT1080-NT tox	2%	-1%	0%	0%	27%	2%	-16%	20%
HT1080 IDH1KD tx	8%	26%	0%	13%	4%	-13%	-23%	-3%
SW480 rereplic	-12%	·	-7%	1%	-11%	1%	-2%	4%
GLP-1R agonist	-6%	11%	9%	-6%	-5%	-12%	4%	1%
KB-3-1 tox	-27%	0%	4%	0%	8%	3%	-7%	-4%
DRD3 antagonist	-15	-6	-5	-15	5	26	21	0
DRD3 agonist	1	-8	-13	13	11	2	6	-1
KB-V1 MDR tox	3%	13%	-14%	-20%	3%	-7%	-5%	7%

Results in IL1B secr inh, for some of the entries so far:
item	mol	IL1B secr inh
10	CCc1nc2ccc(C(=O)NCc3cccs3)cn2c1N(CC)CCN(C)C	-22
11	C[C@H](NC(=O)c1nc[nH]c1C(=O)N(C)Cc1ccccc1)c1ccccc1	16

(cont.)
[17] C=CCn1c(SCC(=O)Nc2ccc3c(c2)OCO3)nc2ccccc2c1=O
[18] Fc1ccc2nc3c(nc2c1)CCCC3
[19] Cc1ccccc1C(=O)NC(=S)Nc1ccc(S(=O)(=O)N(C)c2ccccc2)cc1
[20] COC(C(=O)Nc1ccnn1C1CCN(Cc2nccs2)CC1)c1ccccc1 (stereo not given)
[21] CC(=O)NC(CC(=O)NC1CCCCC1)c1ccccc1 (stereo not given)
[22] Cc1ccc(C)c(NC(=S)NNC(=O)c2ccco2)c1
[23] COc1ccccc1/C=N/n1c(C)nnc1-n1nc(C)cc1C
[24] CC(Oc1cccc(Cl)c1)C(=O)Nc1ccncc1 (stereo not given)

assay / compound	17	18	19	20	21	22	23	24
IL1B secr inh	?	0	-2	0	8	-3	26	16
HT1080-NT tox	-13%	4%	3%	-5%	25%	?	0%	10%
HT1080 IDH1KD tx	9%[9.24 µM]	0%	-1%	-7%	21%	?	6%	-5%
SW480 rereplic	?	-2%	14%	-6%	-5%	16%	-9%	-37%[inhibitor]
GLP-1R agonist	15%	1%	-6%	7%	-5%	-8%	0%	-5%
KB-3-1 tox	4%	-6%	?	-9%	1%	1%	-10%	0%
DRD3 antagonist	-18	16	-25	-19	1	9	3	1
DRD3 agonist	9	4	3	-20	-4	0	3	-1
KB-V1 MDR tox	0%	6%	-22%	0%	3%	-12%	-6%	-10%

[25] COc1ccccc1/C=C1/SC(=S)N(CCC(=O)Nc2cccnc2)C1=O
[26] NC(=O)C1CCN(c2c([N+](=O)[O-])cc(C(F)(F)F)cc2[N+](=O)[O-])CC1
[27] CCn1c(C(=O)O)c(CC(=O)Nc2ccc(Br)cc2C)c2ccccc21
[28] CC(C)c1ccc(/C=C2\SC(=S)N(CCC(=O)N3CCCCC3CCO)C2=O)cc1 (stereo not given)
[29] CCC(C)NC(=O)CNC(=O)c1nn(-c2ccc(OC)cc2OC)c(=O)c2ccccc12 (stereo not given)
[30] COc1ccccc1OCCNC(=O)C1CC(=O)N(c2ccc3c(c2)OCCO3)C1 (stereo not given)
[31] O=C1CN(C(=O)CSc2nnnn2C2CC2)c2ccccc2N1
[32] O=C(Nc1nc2ccccc2[nH]1)C1CC(=O)N(c2ccc3c(c2)OCCO3)C1 (stereo not given)

assay / compound	25	26	27	28	29	30	31	32
IL1B secr inh	9	13	37	-51*	-8	-10	-16	4
HT1080-NT tox	1%	-16%	-18%	-3%	4%	8%	1%	-11%
HT1080 IDH1KD tx	2%	-4%	-13%	-1%	0%	9%	3%	-12%
SW480 rereplic	-13%	-1%	20%	-1%	-13%	0%	-6%	-5%
GLP-1R agonist	0%	6%	0%	2%	-2%	-7%	-4%	-23%
KB-3-1 tox	-19%	5%	15%	-6%	-3%	21%	-9%	13%
DRD3 antagonist	20	2	12	?	-11	-3	-19	29
DRD3 agonist	6	14	29	-14	2	6	3	-3
KB-V1 MDR tox	-4%	3%	9%	5%	-16%	?	-18%	0%

[33] CCN1C(=O)c2cccc3c(NC(=O)c4ccc(OC)c(OC)c4)ccc1c23
[34] O=C(NCCCN1CCCC1=O)c1ccc(Cl)c(Cl)c1
[35] CC1Cc2ccccc2N1C(=O)CCS(=O)(=O)c1cccs1 (stereo not given)
[36] CCC(C)(C)NC(=O)C(c1ccc(C)o1)N(Cc1cccs1)C(=O)Cn1nnc2ccccc21 (stereo not given)
[37] CC1CCN(c2ccccc2NC(=O)c2cc3ccccc3o2)CC1
[38] COc1cc(C(=O)Nc2sc(C(=O)N3CCOCC3)c(C)c2C#N)cc(OC)c1OC
[39] O=C(O)/C=C/c1ccc(O)c(O)c1
[40] CCCCC(O)(CCCC)C(=O)NN(C(=O)OC)c1ccc(C)cc1

assay / compound	33	34	35	36	37	38	39	40
IL1B secr inh	-6	6	-4	-8	0	3	12	-1
HT1080-NT tox	0%	2%	-10%	?	-13%	11%	-22%	0%
HT1080 IDH1KD tx	4%	13%	-1%	?	-27%	7%	-2%	-4%
SW480 rereplic	-12%	0%	2%	23%	13%	-6%	-7%&-6%	-7%[9.22 µM]
GLP-1R agonist	-7%	0%	-1%	4%	-4%	-6%	-4%	-8%
KB-3-1 tox	0%	0%	-13%	-14%	-10%	-2%	0%	-6%
DRD3 antagonist	6	-10	-21	-14	-14	?	3	18
DRD3 agonist	1	-1	-4	0	4	-4	24	-2
KB-V1 MDR tox	-28%	0%	-3%	?	0%	4%	8%	-14%

[41] CCOC(=O)c1ccccc1NC(=O)CN(c1ccccc1)S(=O)(=O)N(C)C
[42] COc1ccc(C(=O)Nc2ccc3oc(-c4cccnc4)nc3c2)cc1OC
[43] CCOC(=O)[C@]12CCC=C1N(Cc1ccc3c(c1)OCO3)C(=O)[C@H](CC(=O)NCc1ccc(C)o1)C2
[44] Fc1ccccc1Nc1n[nH]c(=S)s1
[45] O=C(Oc1ccc(Cl)cc1)c1ccc(N2CCOCC2)c([N+](=O)[O-])c1
[46] O=C(OCCOc1ccccc1Cl)c1ccc(-n2cnnn2)cc1
[47] CCN(CC)S(=O)(=O)c1ccc(C(=O)Oc2ccc3c(c2)OCO3)cc1
[48] Clc1cccc(-c2cc3nc4c(c(NCc5ccco5)n3n2)CCCC4)c1
[49] Cc1ccc(NC(=S)NCCC2=CCCCC2)cc1

assay / compound	41	42	43	44	45	46	47	48	49
IL1B secr inh	-27	?	0	31	15	-4	-8	-96*	10
HT1080-NT tox	-2%	24%	-17%	-6%	7%	7%	-1%	?	0%
HT1080 IDH1KD tx	9%	11%	-20%	12%	11%	1%	-3%	-14%	-11%
SW480 rereplic	24%	-10%	·	15%	7%	0%	2%	?	12%
GLP-1R agonist	10%	2%	3%	9%	-1%	?	-14%	12%	17%
KB-3-1 tox	-13%	0%	0%	2%	1%	3%	18%	14%	-12%
DRD3 antagonist	-5	35	0	-17	15	6	-22	17	-21
DRD3 agonist	-1	6&-6	-5	-3	1	-2	1	19	-2
KB-V1 MDR tox	?	?	?	-4%	1%	0%	11%	21µM*	?
